# CSN deneddyl inh = blocks human CSN-mediated cullin deneddylation; Q92905; inhibition, % at 12.5 µM; actives 0.38% (n = 360,000); Purified CSN, SCF-Nedd8-OG deneddylation, fluorescence polarization;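 active = pattern-corrected inhibition above about 35%, with an unprinted fluorescence ratio check between 0.5 and 1.5, limit read from the data, passing the limit was not always enough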;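 note: 0% = enzyme with substrate and 100% = substrate without enzyme; some results filed as inactive read as strong as hits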
#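 Assay system: purified human Csn5 enzyme expressed in HEK293T cells; Input: 0.24 nM Csn5 enzyme, final concentration; Reagent: 10 nM SCFSkp2-Nedd8OG; Compound dosing: 12.5 µM single point; Times: reaction 90 min, room temperature; Technique: fluorescence polarization readout.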
# FAS-TE inh = blocks the thioesterase domain of human fatty acid synthase; P49327; recombinant FAS-TE, OMFH fluorogenic substrate, fluorescence endpoint; inhibition, % at 15 µM; actives 0.67% (n = 360,000); AID 602261;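 active = compounds whose normalised, plate-corrected inhibition of enzyme fluorescence in the single-dose primary screen is 50% or more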;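 note: 0% = DMSO with enzyme and 100% = substrate without enzyme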
# MsrA inh = bovine MsrA inhibition; purified bovine MsrA, absorbance read-out; AID 651718; inhibition, % at 15.5 µM; actives 0.75% (n = 360,000); in the data active = inhibition above about 4.5%;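 note: 0% = vehicle wells with enzyme and 100% = reference inhibitor wells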
# bovine MsrA act = activators of bovine methionine sulfoxide reductase A | purified bovine MsrA, absorbance read-out | activation, % at 10.6 µM | actives 0.3% (n = 360,000) | AID 602163; in the data active = activation above about 7.5%;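 note: 0% = vehicle and 100% = reference activator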
# E coli Lon inh = E. coli protease La inhibition; inhibition, % at 7.94 µM; purified E. coli Lon protease, fluorescence polarization; actives 0.42% (n = 360,000); in the data active = inhibition above about 13%, passing the limit was not always enough;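 note: 0% = enzyme with probe and DMSO and 100% = no enzyme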
# Target sequence (P0A9M0 whole entry, looked up): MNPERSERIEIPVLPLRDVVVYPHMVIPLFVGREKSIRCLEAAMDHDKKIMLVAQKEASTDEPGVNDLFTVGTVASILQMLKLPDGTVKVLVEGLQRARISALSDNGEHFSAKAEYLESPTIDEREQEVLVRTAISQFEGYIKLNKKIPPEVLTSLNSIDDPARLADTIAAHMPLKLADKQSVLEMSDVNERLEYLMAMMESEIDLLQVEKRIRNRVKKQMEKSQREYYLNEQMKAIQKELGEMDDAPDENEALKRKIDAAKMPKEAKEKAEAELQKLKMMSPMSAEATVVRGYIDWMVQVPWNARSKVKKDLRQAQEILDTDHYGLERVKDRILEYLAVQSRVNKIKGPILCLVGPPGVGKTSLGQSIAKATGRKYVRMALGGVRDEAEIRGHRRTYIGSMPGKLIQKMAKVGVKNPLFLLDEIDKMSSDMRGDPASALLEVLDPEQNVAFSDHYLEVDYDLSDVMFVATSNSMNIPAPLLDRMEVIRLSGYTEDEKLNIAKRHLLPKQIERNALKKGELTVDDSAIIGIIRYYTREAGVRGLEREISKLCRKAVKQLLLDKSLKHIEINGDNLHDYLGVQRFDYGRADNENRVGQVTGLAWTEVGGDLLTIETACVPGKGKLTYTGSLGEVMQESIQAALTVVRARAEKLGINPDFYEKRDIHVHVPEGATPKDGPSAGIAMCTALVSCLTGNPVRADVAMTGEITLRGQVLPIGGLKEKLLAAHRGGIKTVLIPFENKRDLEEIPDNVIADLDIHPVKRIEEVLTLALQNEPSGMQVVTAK
# Rin1-Abl PPI inh = blocks binding of human Rin1 to Abl. TR-FRET Rin1/Abl binding, biochemical. inhibition, % at 7.35 µM. actives 0.4% (n = 360,000). P00519+Q13671; in the data active = inhibition above about 5%, passing the limit was not always enough
# PABP1 MLLE inh = inhibitors of microRNA-mediated deadenylation, human PABP1 MLLE binding; P11940; GST-MLLE / FITC-PAM2 fluorescence polarization; inhibition, % at 20 µM; actives 0.36% (n = 360,000); AID 588489; in the data active = inhibition above about 35%, passing the limit was not always enough;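 note: plate controls were DMSO wells with GST-MLLE for no effect and wells lacking GST-MLLE protein for full effect; some results filed as inactive read as strong as hits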
# Tb MetRS inh = blocks T. brucei methionyl-tRNA synthetase activity | actives 0.4% (n = 360,000) | inhibition, % at 11.9 µM | AID 624268 | purified T. brucei MetRS, ATP depletion, Kinase-Glo luminescence;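 active = inhibition above a per-plate cutoff of the control wells' mean inhibition plus 3 SD, cut at about 5.5% in these data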;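 note: 0% = DMSO wells median and 100% = median of wells with control inhibitor compound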
#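 Material: parasite MetRS enzyme / Replication: singlicate, one well per compound / Signal: luminescence of leftover ATP / Schedule: 2 h aminoacylation at 25 °C after 15 min preincubation / Medium: HEPES-MgCl2-KCl buffer plus DTT, spermine, BSA, pyrophosphatase / Doses: 11.9 µM single point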
# Neddylation inh = inhibitors of human cullin neddylation | AID 651699 | TR-FRET cullin neddylation, biochemical | P61081+Q13564 | calls only at 25 µM | actives 0.58% (n = 360,000); in the data active = inhibition above about 36%
# * hit, by the source's call; i = inactive; . = no result given; + = active, no number.
SMILES,CSN deneddyl inh,FAS-TE inh,MsrA inh,bovine MsrA act,E coli Lon inh,Rin1-Abl PPI inh,PABP1 MLLE inh,Tb MetRS inh,Neddylation inh
CCS(=O)(=O)CCSc1nc2ccccc2s1,-6,4,1.4,5,-8,2,23,-0.6,i
COc1ccc(S(=O)(=O)N2CCN=C2SCc2cccc(F)c2)cc1,1,25,-0.2,-1,7,3,3,-0.3,i
COc1cc(C(=O)Nc2ccc3nc4n(c(=O)c3c2)CCCC4)ccc1Br,2,-1,-0.9,-2,3,4,4,-0.4,i
O=C1Nc2ccc([N+](=O)[O-])cc2C1=Nc1cccc(CO)c1,3,4,2.4,-10,3,3,1,-1.2,i
Cn1c(SCC(=O)Nc2cccc(S(=O)(=O)N3CCOCC3)c2)nnc1-c1ccncc1,-8,-3,0.9,-2,-5,3,101,-0.5,i
COc1cc2cc(CCOC(=O)CCCC(=O)O)oc(=O)c2cc1OC,-2,-13,-0.2,-2,3,0,-5,0.3,i
CCCc1ncc(C(O)c2cccc(OC)c2OC)n1C (stereo not drawn),-4,-4,-0.5,0,3,-8,0,-0.1,i
C=CCn1c(CCSCc2ccc(OC)c(C)c2)n[nH]c1=S,0,-5,0.4,-2,-8,-4,-45,-0.1,i
COc1ccc(CNC(=O)CSc2nnc(-c3cccnc3)n2N)cc1,-1,-10,2.7,-3,0,-1,-31,-0.8,i
CCOC(=O)[C@]12CCCC=C1N(CCc1ccc(OC)c(OC)c1)C(=O)[C@H](CC(=O)NCCCCc1ccccc1)C2,-6,.,1.1,.,.,.,.,-0.4,i
O=C(Cc1ccccc1F)Nc1cccc2cccnc12,-3,1,0.9,-5,-2,0,4,-0.2,i
COc1cc2c(cc1OC)CN(C(=O)CC1CC3CCC1C3)CC2 (stereo not drawn),0,10,0.3,-13,0,3,0,-0.6,i
CCN(CC)S(=O)(=O)c1cccc(C(=O)N2CCCc3ccccc32)c1,-5,3,1.2,-3,-8,0,-6,0.3,i
Cc1cccc(N=Cc2cc(Br)cc(Cl)c2O)c1,-1,-4,-0.7,-3,-9,-3,17,0.3,i
Fc1ccc2nc(Nc3nc4cc5c(cc4s3)OCCO5)sc2c1,-13,11,3.7,-3,3,1,-19,-0.8,i
Cc1c(Cl)cccc1Nc1nc(N)nc(CN2CCc3ccccc3C2)n1,2,6,-0.7,-6,2,-1,-12,0.1,i
COc1ccc(S(=O)(=O)N2CCN(c3ccc4nnc(-c5ccc(F)cc5)n4n3)CC2)cc1,7,37,-0.5,-1,-14,-1,9,-0.6,i
Cc1ccc(C)c(NC(=O)NNC(=O)CCc2ccccc2)c1,-2,-6,-1.3,-6,-3,1,-10,-0.7,i
COc1ccc(C[C@H]2CN3C(=NC[C@@H]3C)N2CCNC(=O)CCC2CCCCC2)cc1,-3,-9,0.3,-1,-5,1,-5,-0.1,i
CCCn1c(N/N=C\C=C\c2ccccc2)nc2c1c(=O)[nH]c(=O)n2C,7,0,4.4,-6,-7,0,2,-0.4,i
C#CCOCCOCCOCCNc1nc(N2CCN(C(=O)Cn3cc(CCO)nn3)CC2)nc(N2CCN(C(=O)[C@H](Cc3ccc(O)cc3)n3cc(CCO)nn3)CC2)n1,-4,-11,-0.2,-1,-2,2,-2,-0.2,i
Cn1c2c(c(=O)n(C)c1=O)CN(CCN1CCNCC1)CN2,0,-5,-0.7,-1,-6,2,-7,-0.1,i
CCCCN1CC(=O)N2[C@H]3c4cc(Cl)ccc4OC[C@@H]3[C@H](c3ccccc3)[C@]2(C)C1=O,2,14,-0.8,-1,2,0,-12,-0.2,i
CC(C)(C)C(=O)CN1CCN(C2c3ccccc3-c3ccccc32)CC1,1,7,2.7,-1,1,3,7,-0.8,i
CCC(C(=O)NC1CCCC1)n1c(-c2cc3ccccc3[nH]2)nc2ccccc21 (stereo not drawn),-5,.,1.3,.,.,.,.,0.0,.
COc1ccc(-c2c(N)n[nH]c2C)cc1OC,1,-11,-0.7,-1,3,-1,-7,-0.2,i
COc1ccc(-c2cc3nc(C)cc(N4CCN(C(=O)c5ccco5)CC4)n3n2)cc1,7,7,1.4,-3,-8,-3,18,-0.4,.
COc1ccc([N+](=O)[O-])cc1NC(=O)COC(=O)c1ccccn1,-4,6,1.0,-4,4,2,6,-0.5,i
CCC(=O)NN1CCc2cc3ccc(C)cc3nc21,-3,-7,1.0,-3,-7,0,10,0.0,.
CC(=O)NC(=S)Nc1ccc([N+](=O)[O-])cc1C,-4,7,3.2,-2,2,-2,16,-0.1,i
Cc1ccc(-n2cc(CN(C)Cc3ncc[nH]3)c(-c3cccc(C)c3)n2)cc1,11,-10,0.4,-2,12,1,5,-0.5,i
CCN(CC(=O)Nc1ccc2c(c1)OCCO2)C(=O)CCc1ccccc1Cl,-5,5,-0.2,-3,8,3,8,0.1,i
Clc1cnc2nc(SC/C=C/c3ccccc3)[nH]c2c1,4,-4,-0.2,-1,-5,3,-23,0.2,i
CC(C)Cc1nc(SCC(=O)Nc2nnc(CC(C)C)s2)n[nH]1,1,-2,0.3,2,4,0,5,-0.6,i
Nc1c(C(=O)NCc2ccc3c(c2)OCO3)c2nc3ccccc3nc2n1CCCN1CCOCC1,4,26,0.4,1,-15,-4,-10,-0.5,.
CCOC(=O)COc1ccc(S(=O)(=O)N2CCc3ccccc3C2)cc1,5,20,-0.7,-2,4,3,7,-0.3,i
CN(C)CCCN(C(=O)c1ccc(S(=O)(=O)N(C)C)cc1)c1nc2cc3c(cc2s1)OCO3,-2,-1,1.3,-4,9,0,4,0.7,i
COc1ccc(OC)c(NC(=O)COC(=O)[C@H](Cc2ccccc2)NC(=O)c2ccco2)c1,3,-4,-0.2,-3,-1,2,1,0.0,i
COC(=O)c1ccc(NS(=O)(=O)c2ccc3c(c2)oc(=O)n3C)cc1,-2,0,0.3,-5,-1,2,5,-0.3,i
Cc1ccc2cc(CCNC(=O)c3ccco3)c(=O)[nH]c2c1C,3,-3,1.3,0,-1,-1,9,-0.5,i
COc1cc(OC)c(C(=O)NC2CC(C)(C)NC(C)(C)C2)cc1OC,0,-11,1.0,-12,-6,4,8,-1.0,i
CC/C(=C\C1CCCCC1)C(NP(=O)(c1ccccc1)c1ccccc1)c1ccccc1 (stereo not drawn),-5,19,-0.6,6,4,2,10,-0.1,i
COc1ccc(C(=O)NC(C(=O)NCC2(N3CCCCC3)CCCCC2)C(C)C)cc1 (stereo not drawn),-3,-2,0.1,-10,-7,3,1,-0.6,i
Cc1ccc(S(=O)(=O)c2ccc(Cl)cc2)cc1S(=O)(=O)NC(C)C(=O)O (stereo not drawn),-12,-10,0.2,-12,-1,-1,11,-0.8,i
COc1ccc(NC(=O)C2CCCO2)cc1OC (stereo not drawn),-1,-8,0.4,-2,0,2,1,-0.3,i
CCN(CC)CCN1C(=O)C(=O)/C(=C(/O)c2c(C)[nH]c(C(=O)OC)c2C)C1c1cccs1 (stereo not drawn),1,-6,1.3,-3,3,-4,-1,0.2,i
O=C(c1ccc2nccnc2c1)N1CCN(Cc2ccc3c(c2)OCO3)CC1,-3,-3,0.4,-1,-10,-4,2,-0.8,i
Cc1cc(N2CCOCC2)nc(N2CCOCC2)c1C#N,2,1,0.0,-2,0,1,3,1.0,i
COC(=O)c1[nH]c2ccc(C)cc2c1NC(=O)Nc1ccccc1OC,5,9,-2.6,-7,0,-4,4,-1.0,i
CN(C(=O)COC(=O)CNC(=O)c1sc2ccccc2c1Cl)c1ccccc1,0,-5,-0.1,-3,-7,-1,11,-0.2,i
NC(=O)C1CCN(C(=O)c2ccc3nc(-c4ccccc4)c(-c4ccccc4)nc3c2)CC1,-1,-2,1.2,-5,6,-1,13,-0.8,+
Cc1cccc(C)c1N1C(=O)c2ccccc2C1=O,2,-5,0.8,-3,2,3,-4,-1.1,i
CCOc1cc(/C=C2\SC(=O)N(c3ccc(O)cc3)C2=O)ccc1O,27,-9,4.0,-2,-188,0,-81,1.0,i
Cc1nn(-c2ccccc2)c2c1C1(C(=O)Nc3ccccc31)N1C(=N2)Sc2ccccc21 (stereo not drawn),8,24,.,-5,-8,2,3,-0.5,i
CCCCc1c(-c2ccccc2OC)ncn1CCc1ccccc1,-2,7,-0.1,-2,-4,.,.,-0.4,i
COc1ccc(N2C(=O)CCC(C(=O)NCCCN3CCC(C)CC3)C2c2ccc(OC)c(OC)c2)cc1 (stereo not drawn),-3,-1,-1.0,1,-2,0,2,-0.8,i
COc1ccc(C2Nc3ccccc3C(=O)N2NS(=O)(=O)c2ccccc2)cc1OC (stereo not drawn),2,1,0.5,-3,4,-2,-14,-0.5,.
CCOc1ccc(NC(=O)CCC(=O)c2ccc(-c3ccccc3)cc2)cc1,2,-10,-0.1,2,-1,-1,4,-0.2,i
O=C(c1ccccc1F)N1CCCC(N2CCN(Cc3ccc4c(c3)OCO4)CC2)C1 (stereo not drawn),2,-2,0.1,0,-6,-2,-2,-0.2,i
N=c1sccn1CC(=O)Nc1ccc(Cl)cc1[N+](=O)[O-],3,-11,1.5,1,-3,-3,-69,0.1,i

# The list continues.
SMILES,CSN deneddyl inh,FAS-TE inh,MsrA inh,bovine MsrA act,E coli Lon inh,Rin1-Abl PPI inh,PABP1 MLLE inh,Tb MetRS inh,Neddylation inh
COc1ccc2c(C)cc(N3CCCCCC3)nc2c1,-2,6,2.0,0,0,-1,1,0.1,i
CCOC(=O)[C@H]1[C@H]2COc3ccccc3[C@@H]2N2C(=O)[C@@H](C)NC(=O)[C@@]12C,-7,-15,0.8,0,-1,-2,-15,-0.4,i
Cc1ccsc1/C=N/n1c(-c2cc(-c3ccccc3)n[nH]2)n[nH]c1=S,6,10,-0.8,0,-10,0,-50,0.6,i
COc1cc(/C=N/NS(=O)(=O)c2ccccc2)c(OC)c(OC)c1,3,-8,2.4,-4,3,-2,-48,-1.0,i
C=C(C)[C@@H]1CC=C(CN2CCC(CCOC)(C(=O)OCC)CC2)CC1,0,-4,0.1,-2,-6,2,6,0.1,i
COc1ccc(/C=N/Nc2ncc(C(F)(F)F)cc2Cl)cc1OC,0,-10,4.2,-4,-8,-4,-5,-0.1,i
COC(=O)c1cc(C(=O)OC)cc(N2C(=O)CC(NNC(=O)c3ccccc3Br)C2=O)c1 (stereo not drawn),-2,-6,-0.4,-9,-12,7,1,-1.6,i
CN1/C(=C\C(=O)COC(=O)c2ccco2)C(C)(C)c2ccccc21,2,0,3.4,-5,-7,0,-7,0.3,i

# Screens from PubChem BioAssay.
